# E-selectin induc – E-selectin induction in HUVECs, primary screen, imaging, HUVEC, immunofluorescence imaging, single point; P16581; normalized: neutral wells 0, TNF-alpha wells 100; activation, % at 7.58 µM; actives 0.37% (n = 260,000);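 active = mean E-selectin-positive cell signal at least 10% of the positive control, reached in at least 60% of replicates, without over 20% cell loss; inconclusive = no rule given, readout overlaps actives, possibly toxicity-flagged; inactive = the rest, including those meeting only one limit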;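 note: in these data hits start at about 27%; measured in HUVEC primary endothelial cells; signal is the percent of cells scored E-selectin positive by PE staining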
# Target sequence (P16581 whole entry, looked up): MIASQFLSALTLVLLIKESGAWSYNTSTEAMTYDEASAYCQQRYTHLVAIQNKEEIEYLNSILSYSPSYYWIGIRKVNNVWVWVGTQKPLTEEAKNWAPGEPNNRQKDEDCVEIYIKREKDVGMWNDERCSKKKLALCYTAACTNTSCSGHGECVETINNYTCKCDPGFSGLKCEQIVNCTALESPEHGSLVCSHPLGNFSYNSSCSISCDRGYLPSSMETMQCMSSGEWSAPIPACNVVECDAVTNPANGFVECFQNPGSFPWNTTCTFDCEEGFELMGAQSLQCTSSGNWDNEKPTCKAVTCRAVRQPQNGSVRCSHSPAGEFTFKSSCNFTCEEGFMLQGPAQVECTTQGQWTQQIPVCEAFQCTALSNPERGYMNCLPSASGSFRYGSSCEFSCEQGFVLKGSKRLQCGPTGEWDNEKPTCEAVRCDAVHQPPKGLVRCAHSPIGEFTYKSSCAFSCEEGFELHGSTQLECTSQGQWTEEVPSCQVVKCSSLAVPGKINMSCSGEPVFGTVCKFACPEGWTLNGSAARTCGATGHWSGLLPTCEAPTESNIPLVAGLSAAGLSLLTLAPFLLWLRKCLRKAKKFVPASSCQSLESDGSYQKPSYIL
#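 Test system: HUVEC; input: 3,000 HUVEC/well; measured by: immunofluorescence imaging; read-out: % PE-positive cells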
# INS-1E GSIS act – GLuc luminescence reporter in INS-1E cells, primary screen for activators of glucose-dependent secretion of insulin | actives 0.61% (n = 370,000) | activation, % at 16.6 µM | INS-1E GLuc reporter insulin secretion, 2-3 h;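 active = lowest replicate activation of at least 40%, so every replicate reaches that level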;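 note: 0% = median of neutral control wells and 100% = median of IBMX positive control wells; some compounds called inactive have numbers as strong as hits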
# RAD52 anneal inh – RAD52 DNA annealing inhibitors, primary screen, biochemical, FRET, single point, set 2. DNA repair protein RAD52 homolog (Homo sapiens), P43351. recombinant RAD52 DNA annealing, FRET fluorescence. inhibition, % at 18.7 µM. actives 0.46% (n = 360,000). AID 651710, 2012;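 active = every replicate showing at least 50% inhibition; inconclusive = mean inhibition at least 50% but not in every replicate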
# Target sequence (P43351 whole entry, looked up): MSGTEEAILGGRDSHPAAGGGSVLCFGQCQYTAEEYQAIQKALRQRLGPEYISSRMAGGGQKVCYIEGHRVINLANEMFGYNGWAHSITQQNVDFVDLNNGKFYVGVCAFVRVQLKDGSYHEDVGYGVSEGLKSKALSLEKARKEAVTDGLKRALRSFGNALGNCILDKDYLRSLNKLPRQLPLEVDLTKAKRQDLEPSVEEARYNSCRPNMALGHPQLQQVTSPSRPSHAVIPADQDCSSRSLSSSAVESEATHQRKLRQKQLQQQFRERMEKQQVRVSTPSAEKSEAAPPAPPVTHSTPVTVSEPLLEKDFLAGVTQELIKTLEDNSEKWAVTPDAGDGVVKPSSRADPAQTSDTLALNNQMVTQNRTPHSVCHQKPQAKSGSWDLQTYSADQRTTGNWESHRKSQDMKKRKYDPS
# Casp6 inh – human caspase-6 inhibitors, primary screen, biochemical, VEID-R110 fluorescence, single point, set 2. P55212. purified caspase-6, Z-VEID-R110 cleavage fluorescence. inhibition, % at 12.5 µM. actives 0.53% (n = 350,000). AID 686996, 2013;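 active = mean inhibition across replicates at least about 35%, with every replicate also reaching that limit, limit read from the data; inconclusive = only one of the two criteria met; inactive = neither criterion met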;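 note: 0% = median of neutral control wells and 100% = no fluorescence left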
# F508del corr – F508del CFTR correction, initial screen, CFBE line, single point; actives 0.36% (n = 350,000); AID 720511, 2013; activity (quench increase), % at 7.58 µM; CFBE cells, YFP halide quenching; stimulated with forskolin plus potentiator P3; % fluorescence drop versus neutral controls;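 active = mean added fluorescence quench of at least 8% versus neutral control, with both replicates also reaching 8%; inconclusive = only one of the mean or replicate conditions met; inactive = mean below 8% and not both replicates reaching 8%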;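 note: cells transiently co-express mutant CFTR-F508del with the halide-sensitive YFP; corrector assay measuring rescue of mutant channel to the surface after 24 h compound exposure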
# DENV2 CPE – inhibitors of DENV2 cytopathic effect, primary screen, cell-based, plate reader, single concentration | DENV2-infected cells, cytopathic effect rescue | CPE inhibition, % at 9.99 µM | actives 1.7% (n = 350,000); in the data active = CPE inhibition above about 20%, passing the limit was not always enough; inconclusive = no clear call, values can overlap the other calls; tested in BHK-21 cells;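 note: 0% = median of neutral control wells and 100% = median of positive control wells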
# XiGFP reactiv – activators of inactive X chromosome reactivation, primary screen, imaging, XiGFP fibroblasts, GFP high-content imaging, set 2. XiGFP mouse fibroblasts, % GFP-positive cells imaging, 3 d; cells co-treated with 5-aza-dC sensitizer; scaled so ellipticine positive control = 100%. actives 0.055% (n = 360,000). activation, % at 7.58 µM;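 active = mean normalized replicate activation at least 10% and every replicate at or above 10%; inconclusive = only one of the two criteria met; inactive = mean below 10% and not all replicates reach 10%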;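 note: 0% = median of on-plate neutral control wells and 100% = ellipticine 6 µM median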
#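 System: 68-5-11 XiGFP fibroblast line; Timing: 3 days compound exposure; Compound dosing: one concentration, pinned; Benchmarks: positive control ellipticine, 6 µM final; Buffer or medium: DMEM containing 5-aza-dC.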
# RAD54 inh – inhibitors of human RAD54 branch migration, primary screen, biochemical, fluorescence, single point; DNA repair and recombination protein RAD54-like (Homo sapiens), Q92698; RAD54 Holliday junction branch migration, FAM/BHQ fluorescence; inhibition, % at 10.4 µM; actives 0.14% (n = 360,000);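 active = mean normalized replicate activity at least 40 and at least half of replicates scoring 40 or more; inconclusive = only one of the two criteria met; inactive = mean below 40 and under half of replicates reaching 40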;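 note: 0% = median of neutral control wells and 100% = median of positive control wells; inhibitors cause a drop in the FAM fluorescence signal; in these data hits start at about 50%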
# Active calls of the source: *; ? = inconclusive; / = no result given; & = joins results of further samples.
SMILES,E-selectin induc,INS-1E GSIS act,RAD52 anneal inh,Casp6 inh,F508del corr,DENV2 CPE,XiGFP reactiv,RAD54 inh
CCOc1cccc2sc(Nc3nc4ccc(NC(C)=O)cc4s3)nc12,-0.4,-9,0,-1,/,5,0.4,/
CCCCn1c(SCC(=O)Nc2cc(C(F)(F)F)cc(C(F)(F)F)c2)nnc1C(CC)N(C)C (centres undefined),/,-5,1,-8,3.3,5,0.1,6
CCN(CC(=O)Nc1cc(Cl)ccc1C)C(=O)C1CCCCC1,/,-3,-7,-5,-0.8,0,0.3,/
CCCC(=O)Nc1ccc2c(c1)C(=O)N(C)[C@H]1CC[C@@H](CC(=O)N3CCCCC3)O[C@@H]1CO2,0.1,11,/,/,1.9,/,0.0,-5
C[C@@H]1CCCCO[C@@H](CN(C)C(=O)c2ccncc2)[C@@H](C)CN([C@@H](C)CO)C(=O)c2cc(NS(=O)(=O)c3ccccc3)ccc2O1,0.0,8,-3,-2,-0.8,11,-0.1,-15
C[C@@H]1CCCCO[C@H](CN(C)S(=O)(=O)c2ccc(Cl)cc2)[C@@H](C)CN([C@H](C)CO)C(=O)c2cc(NC(=O)C3CCCCC3)ccc2O1,0.1,-30,-3,-2,-0.7,0,0.3,1
C[C@@H]1CN([C@H](C)CO)C(=O)c2cc(-c3ccccc3)cnc2O[C@@H]1CN(C)Cc1ccccc1,-0.1,6,1,1,-1.0,-12,0.1,2
N#C[C@@H]1N[C@H](CO)[C@@H]1c1ccc(C#CC2CCCC2)cc1,0.4,2,-4,-2,1.0,2,0.0,-8
O=C1C2CCCCN2C(=O)N1CCCCN1CCN(c2ccc(F)cc2)CC1 (centres undefined),0.2,1,-2,1,2.1,1,0.0,-16
C[C@@H]1CN([C@@H](C)CO)C(=O)c2cc(NC(=O)Nc3ccc4c(c3)OCO4)ccc2O[C@@H]1CN(C)C(=O)Nc1ccccc1,-0.4,3,/,/,2.4,-3,-0.3,0
CCNC(=S)NCc1ccc2[nH]c(C)cc2c1,1.0,-15,21,10,2.9,-3,0.0,-7
O=C(Oc1cccc(-n2cnnn2)c1)c1ccccc1,/,5,-12,2,-0.8,-2,0.0,/
COc1ccc(OC)c(NC(=O)COC(=O)CCNc2ccccc2OC)c1,-0.2,3,-20,1,1.8,5,-0.1,-2
CCc1c(-c2ccc(OC)c(OC)c2)ncn1CCc1ccccc1OC,-0.1,1,-9,1,1.5,6,0.2,/
O=C1CN=C(Nc2cccc(C(F)(F)F)c2)N1C1CCCC1,/,-9,-6,0,/,-9,/,-7
COc1ccc(C(=O)OC2C(OC)OCC(O)C2O)cc1 (centres undefined),/,-3,2,-2,1.4,11,0.0,-3
CCCNc1nc(=S)n(-c2ccccc2)c(C)c1C(C)=O,/,-6,31,-3,-0.4,4,0.0,/
NC(=O)CN1C(=O)C2C3CCC(C3)C2C1=O (centres undefined),-0.3,-6,-3,0,-0.1,-1,0.0,-8
C[C@@H]1CN([C@@H](C)CO)S(=O)(=O)c2ccc(-c3cncnc3)cc2O[C@@H]1CN(C)C,0.0,23,0,2,-0.8,-5,0.0,-5
CC(NC(=O)c1cc2c(cc1Cl)N1CCCCCC1=NS2(=O)=O)c1ccc(S(N)(=O)=O)cc1 (centres undefined),/,2,5,4,-0.5,-2,0.2,1
COc1cccc(-c2ocnc2C(=O)Nc2ccc3c(c2)CCC3)c1,0.0,3,-4,-9,-0.8,4,0.2,-6
CCOc1ccc(CN(C)C(=O)CNC(=O)c2ccc3ccccc3c2)cc1OC,/,-3,-5,4,2.6,-1,/,7
O=C(CCC(=O)N1CCN(c2ccc(F)cc2)CC1)c1ccccc1,/,-11,-4,0,-2.5,?,0.0,0
Cc1ccc(CNC(=O)CN(C(=O)C2(C)CC(=O)N=C3C=CC=CN32)c2ccccc2F)cc1 (centres undefined),0.0,4,-2,-3,2.8,-2,0.1,-2
CCCN(CC(=O)Nc1ccccc1OC)C(=O)CCC(=O)c1ccc(F)cc1,-0.2,22,-10,-52,-5.5,17,0.4,-1

# Next part
SMILES,E-selectin induc,INS-1E GSIS act,RAD52 anneal inh,Casp6 inh,F508del corr,DENV2 CPE,XiGFP reactiv,RAD54 inh
CO[C@H]1CN(C)C(=O)c2cc(NS(=O)(=O)c3c(C)noc3C)ccc2OC[C@H](C)NC[C@@H]1C,-0.2,-6,6,-2,-3.1,-1,0.4,2
OC(c1ccc2c(c1)OCO2)c1ncc(-c2ccccc2)[nH]1 (centres undefined),-0.1,14,-8,4,0.1,?,0.1,-6
C[C@H]1CN([C@@H](C)CO)C(=O)c2cc(NC(=O)Nc3ccc4c(c3)OCO4)ccc2O[C@H]1CN(C)S(=O)(=O)c1cccs1,0.0,-6,-2,-3,-0.3,3,0.1,3
C[C@@H](NC(=O)c1ncn(Cc2ccccc2)c1C(=O)N[C@H](C)c1ccccc1)c1ccccc1,0.0,1,1,-6,-5.1,12,0.0,1
CCCC(=O)N1CCC1(C)C(=O)Nc1cc(-c2ccccc2)nn1C (centres undefined),-0.1,-11,3,0,4.4,4,0.4,-1
COc1ccc(NC(=O)Nc2cccs2)cn1,/,8,-10,7,-3.9,-4,0.2,-25
O=C(NCC[C@H]1CC[C@H](NS(=O)(=O)c2cccc(F)c2)[C@@H](CO)O1)C1CCOCC1,0.6,-6,6,-6,-3.7,-2,-0.2,-1
CCCCNS(=O)(=O)NC(=O)C1=C(N2CCCC2)COC1=O,0.0,/,-21,-3,2.4,-7,0.0,3
COc1ccccc1Cn1c(=S)[nH]c2cc(C(=O)NCC3CCCO3)ccc2c1=O (centres undefined),4.7,0,-14,-5,0.8,2,0.0,/
CN(C)S(=O)(=O)Nc1cc(F)cc(F)c1,/,-1,-34,-1,0.8,5,0.1,10
COc1ccc(NC(=O)N(C)C[C@@H]2Oc3ncc(C#CCN(C)C)cc3C(=O)N([C@@H](C)CO)C[C@H]2C)cc1,0.2,4,-12,5,1.0,8,-1.4,0
COC1=C/C(=C/c2c(N)n3nc(CC(=O)N4CCCC4)sc3nc2=O)C=CC1=O,/,11,-231,1,0.4,-2,0.0,-2
CCNC(=O)C[C@H]1CC[C@H](NC(=O)NC2CCCCC2)[C@H](CO)O1,0.3,-5,7,5,1.1,-7,0.1,0
O=C(CSc1nc2c([nH]c3ccccc32)c(=O)n1-c1cccc(Cl)c1)N1CCOCC1,0.4,-4,1,-1,-2.5,5,0.4,2
CCc1cc2cc3c(cc2nc1SCC(=O)Nc1c[nH]c(=O)[nH]c1=O)OCO3,1.9,15,-20,1,1.9,0,0.0,-3
Cc1ccc(N=C2C(=O)Nc3ccc(Br)cc32)cc1,0.1,-21,-1,/,-0.5,1,0.3,-15
CN(CC(=O)Nc1ccc(F)cc1)C(=O)c1ccccc1Sc1ccccc1C#N,/,-34,-8,0,-0.2,-2,0.5,-1
CN(/N=C/c1cc(Cl)cc(Cl)c1O)C(=S)NC(C)(C)C,71*,-42,-16,4,-0.8,-1,0.2,/
C[C@@H]1CN([C@H](C)CO)S(=O)(=O)c2ccc(-c3ccccc3)cc2O[C@@H]1CN(C)Cc1cncnc1,0.1,-1,13,2,-0.9,11,-0.7,-3
CNc1ncc(C(=O)c2ccc(-c3ccccc3)cc2)s1,4.8,21,-7,2,-0.3,-3,0.1,-3
C[C@@H]1CN([C@H](C)CO)C(=O)c2cc(NC(=O)CCN3CCOCC3)ccc2O[C@@H]1CN(C)S(=O)(=O)c1ccc(Cl)cc1,-13,0,6,-2,-0.9,-4,0.3,7
COc1ccc(S(=O)(=O)N(C)C[C@@H]2Oc3ncc(/C=C/c4ccccc4)cc3C(=O)N([C@H](C)CO)C[C@H]2C)cc1,0.5,-44,/,/,6.8,/,-0.9,/
COc1cccc(C2C(C(=O)c3cc4ccccc4o3)=C(O)C(=O)N2c2cc(C)on2)c1 (centres undefined),0.2,1,-19,8,3.0,?,0.0,4
COc1ccc(C(=O)N(Cc2ccccc2)c2cccc(C)c2)cc1,-0.1,/,1,0,2.5,10,0.1,-17
CN(Cc1ccc(F)cc1)Cc1nc(-c2ccccc2)no1,0.0,-13,-16,-1,-1.1,-1,0.2,-1

# Looked up one by one from the entries so far:
SMILES,E-selectin induc,INS-1E GSIS act,RAD52 anneal inh,Casp6 inh,F508del corr,DENV2 CPE,XiGFP reactiv,RAD54 inh
CN(C)S(=O)(=O)Nc1cc(F)cc(F)c1,/,-1,-34,-1,0.8,5,0.1,10
C[C@@H](NC(=O)c1ncn(Cc2ccccc2)c1C(=O)N[C@H](C)c1ccccc1)c1ccccc1,0.0,1,1,-6,-5.1,12,0.0,1
CNc1ncc(C(=O)c2ccc(-c3ccccc3)cc2)s1,4.8,21,-7,2,-0.3,-3,0.1,-3

# (list continues)
SMILES,E-selectin induc,INS-1E GSIS act,RAD52 anneal inh,Casp6 inh,F508del corr,DENV2 CPE,XiGFP reactiv,RAD54 inh
OCC[C@@H]1C[C@H](O)[C@@H](O)[C@@]2(OCCCc3ccccc32)O1,-0.2,17,1,/,-0.3,17,0.0,0
CN(c1ccccc1C(=O)Nc1ccc(F)c(F)c1)S(C)(=O)=O,2.7,-2,-8,9,-3.8,/,0.0,-7
COc1ccc(C2Nc3cc(OC)ccc3-n3cccc32)cc1 (centres undefined),9.7,-2,-42,-5,0.8,-3,-0.1,-2
Cc1noc(C)c1NC(=O)N(C)C[C@H]1Oc2ncc(C#CC3CCCC3)cc2C(=O)N([C@@H](C)CO)C[C@@H]1C,-1.5,-7,-8,-3,-3.2,-3,-0.3,1
CC(C)NC(=O)N1CCCCN2[C@H](C1)[C@@H](c1ccc(C#CC3CC3)cc1)[C@@H]2CO,0.3,3,-4,0,1.6,?,0.0,4
O=C(Oc1ccc(Nc2ncnc3ccccc23)cc1)c1cccnc1,/,0,1,38*,1.4,-6,-0.1,-6
C[C@H](CO)N1C[C@H](C)[C@@H](CN(C)C(=O)Nc2cccc(F)c2)Oc2ncc(Br)cc2C1=O,12&-0.7,-23&6,-5&-8,3&0,3.4&1.9,6&3,0.0&-0.2,1
CN(Cc1ccccc1)C(=O)CCC1CCN(C(=O)c2ccccc2C(F)(F)F)CC1,-0.1,-20,-22,-2,-0.1,3,-0.1,13
CO[C@H]1CC[C@@H]2CCOc3c(C#N)cccc3C(=O)N(C)C[C@@H](OC)[C@@H](C)C(=O)N(C)C[C@H]1O2,0.1,1,-5,-119,/,3,0.1,8
C[C@H](CO)N1C[C@H](C)[C@H](CN(C)C)Oc2ncc(-c3cccc(C#N)c3)cc2C1=O,0.2,12,-14,3,-2.3,-2,-0.6,2
CCOC(=O)c1cc(-c2cccs2)[nH]n1,0.0,4,-23,0,-1.5,-4,0.1,/
COc1ccc(S(=O)(=O)Nc2ccc3c(c2)C(=O)N([C@@H](C)CO)C[C@@H](C)[C@H](CN(C)C(=O)Nc2ccccc2)OCCCC[C@@H](C)O3)cc1,-0.2,-12,-41,-3,-4.6,-2,-0.1,3
O=C(C[C@H]1CC[C@@H]2[C@H](COC[C@@H](O)CN2Cc2ccc(F)cc2)O1)N1CCc2ccccc2C1,0.3,-7,29,1,1.3,0,0.0,-1

# Screening results: PubChem BioAssay, Broad Institute
